SRC1 inh: inhibitors of human steroid receptor coactivator 1 (SRC1). HEK293 GAL4-SRC1 luciferase reporter, luminescence. inhibition, % at 3.6 µM. 0.12% of 360,000 active;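 active = inhibition above the campaign mean plus 3 SD, with each screening campaign given its own cutoff, cut at about 60% in these data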;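 note: 0% = DMSO treated cells and 100% = gossypol at 36 µM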
NOD2 RIPK2 PPI: blocks binding of human NOD2 to RIPK2 | O43353 | CHO BLA complementation NOD2-RIPK2, CCF4 ratio | inhibition, % at 4.98 µM | 0.38% of 360,000 active | AID 624267; in the data active = inhibition above about 21%;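 note: 0% = vehicle only and 100% = reference blocker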
Granule exo inh: blocks lytic granule exocytosis. TALL-104 LAMP-1 surface exposure, flow cytometry; cells stimulated with thapsigargin and PMA. inhibition, % at 10 µM. 0.66% of 360,000 active. AID 651702;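 active = inhibition above about 55%, limit read from the data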
TWEAK Fn14 block: blocks TWEAK-Fn14 interaction in a reporter cell assay. 2% of 360,000 active. inhibition, % at 10 µM. TWEAK-stimulated Fn14 reporter cells, luciferase luminescence, 8 h; in the data active = inhibition above about 50%
ABHD5-PLIN5 inh: inhibitors of human ABHD5-perilipin-5 interaction | 0.78% of 360,000 active | inhibition, % at 4 µM | AID 602281 | Split G. princeps luciferase complementation, luminescence, 4 h;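 active = inhibition above the mean inhibition across every tested compound plus 3 SD, cut at about 22% in these data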;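 note: 0% = DMSO only wells and the 100% control is not disclosed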
SRC3 inh: inhibits human SRC3 coactivator; Q9Y6Q9; HEK293 GAL4-SRC3 luciferase reporter, luminescence; inhibition, % at 3.6 µM; 0.17% of 360,000 active;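 active = inhibition above a per-campaign cutoff, the mean of all compounds plus 3 SD, cut at about 60% in these data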;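 note: 0% = DMSO-treated cells and 100% = gossypol-treated cells at 36 µM; higher means less SRC3-driven luciferase light from the GAL4 reporter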
TLR9-MyD88 block: TLR9-MyD88 interaction inhibition; Q9NR96+Q99836; CHO BLA complementation TLR9-MyD88, CCF4 FRET ratio; inhibition, % at 4.98 µM; 0.21% of 340,000 active; AID 504734;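 active = inhibition above the mean over all tested compounds plus 3 SD, cut at about 21% in these data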;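 note: 0% = DMSO only wells and 100% = clavulanate BLA inhibitor control wells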
NCOA2 inhibitor: inhibits human steroid receptor coactivator 2; HEK293 GAL4-SRC2 luciferase reporter, luminescence; AID 651957; 0.17% of 370,000 active; Q15596; inhibition, % at 9 µM;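 active = inhibition above the mean inhibition of all tested compounds plus 3 SD, set per campaign, cut at about 52% in these data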;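 note: 0% = DMSO treated cells and 100% = cells given Gossypol at 36 µM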
TROY signal inh: inhibitors of TROY-dependent NF-kB signaling; AID 1347056; Q293 LMP1-TROYcd NF-kB luciferase reporter, 4 h; inhibition, % at 10 µM; 0.98% of 360,000 active;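 active = compounds whose plate-normalised and pattern-corrected inhibition of the luciferase reporter signal at the single screening dose is 50% or more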
LRH-1 inv ag: inverse agonists of human LRH-1 (NR5A2); O00482; HEK293T StAR-luciferase reporter, LRH-1 transfected, 24 h; inhibition, % at 3.6 µM; 0.13% of 360,000 active; AID 602396;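 active = inhibition above the mean inhibition of all tested compounds plus 3 SD, cut at about 73% in these data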;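 note: 0% = DMSO wells and 100% = reporter-only cells lacking LRH-1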
COUP-TFII inh: blocks human COUP-TFII nuclear receptor | HEK293T NGFI-A luciferase reporter, luminescence | inhibition, % at 8.6 µM | 0.7% of 370,000 active;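 active = inhibition above a per-plate cutoff, mean inhibition of test wells between control levels plus 3 SD, cut at about 38% in these data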;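 note: cells cotransfected with COUP-TFII expression vector driving the NGFI-A reporter; 0% = median of COUP-TF2 test wells and 100% = reporter-only cells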
Starred values were filed as active, the others as inactive; nt = no result given. An excerpt; rates above refer to the full screens.

SMILES	SRC1 inh	NOD2 RIPK2 PPI	Granule exo inh	TWEAK Fn14 block	ABHD5-PLIN5 inh	SRC3 inh	TLR9-MyD88 block	NCOA2 inhibitor	TROY signal inh	LRH-1 inv ag	COUP-TFII inh
Cc1ccc(S(=O)(=O)Nc2ccccc2O)cc1	nt	-17	7	nt	0	nt	nt	13	nt	21	-9
Cc1ccc(Cl)c2c1NC(=O)C2=O	-5	0	0	14	-12	-13	0	2	-14	-15	-9
Cc1cccc2c1ncc1c(=O)n(-c3ccccc3)[nH]c12	-48	-2	-6	-22	-1	-98	7	-41	-75	-76	-47
NS(=O)(=O)c1ccc(NC(=S)N2CCN(Cc3ccc4c(c3)OCO4)CC2)cc1	0	-3	-4	2	-1	17	-11	20	15	1	2
Cc1ccsc1C(=O)N(C)CC(=O)N(CC(C)C)c1c(N)n(CC(C)C)c(=O)[nH]c1=O	-7	3	-11	-17	3	6	3	1	8	-12	-13
Cc1ccccc1C(=O)Nc1ccc(N(C)C)c2ccccc12	-79	4	-5	9	2	-5	-4	-9	11	4	1
Cc1cccc(NC(=O)C2=C(O)c3ccccc3N(C)S2(=O)=O)c1	-14	7	-5	3	-3	-21	5	-2	-19	18	-3
COc1ccc(OC)c(C2C(C(=O)O)c3ccccc3C(=O)N2C)c1 (stereo not given)	-17	5	2	0	6	2	-2	12	-8	-8	6
COc1ccccc1NC(=O)COC(=O)C1CCN(/C=C/C(=O)C(F)(F)F)CC1	-14	4	0	5	-1	23	2	-22	3	1	10
CC(=O)c1sc(NC(=O)C2COc3ccccc3O2)nc1C (stereo not given)	-44	-8	-2	87*	8	-37	-2	26	56*	-57	28

Already shown: an excerpt of the list.
SMILES	SRC1 inh	NOD2 RIPK2 PPI	Granule exo inh	TWEAK Fn14 block	ABHD5-PLIN5 inh	SRC3 inh	TLR9-MyD88 block	NCOA2 inhibitor	TROY signal inh	LRH-1 inv ag	COUP-TFII inh
Cc1ccccc1C(=O)Nc1ccc(N(C)C)c2ccccc12	-79	4	-5	9	2	-5	-4	-9	11	4	1
Cc1cccc(NC(=O)C2=C(O)c3ccccc3N(C)S2(=O)=O)c1	-14	7	-5	3	-3	-21	5	-2	-19	18	-3
COc1ccc(OC)c(C2C(C(=O)O)c3ccccc3C(=O)N2C)c1 (stereo not given)	-17	5	2	0	6	2	-2	12	-8	-8	6

More entries
SMILES	SRC1 inh	NOD2 RIPK2 PPI	Granule exo inh	TWEAK Fn14 block	ABHD5-PLIN5 inh	SRC3 inh	TLR9-MyD88 block	NCOA2 inhibitor	TROY signal inh	LRH-1 inv ag	COUP-TFII inh
COc1ccc(-c2noc(CCC(=O)NC3CCCCC3)n2)cc1OC	9	-13	1	-2	12	-14	-1	-13	-6	4	-11
CCc1ccc(S(=O)(=O)Nc2cccc(C3OCCCO3)c2)cc1	5	-10	4	10	-1	16	nt	5	10	-14	14
COc1ccc(/C=C/C(=O)OCC(=O)N2CCN(S(=O)(=O)c3ccc(C)cc3C)CC2)cc1OC	-1	-7	-2	-4	6	16	9	8	4	19	9
COc1ccc(OC)c(C(=O)NC(CC(N)=O)c2ccc(NCCN3CCOCC3)c([N+](=O)[O-])c2)c1 (stereo not given)	2	6	-4	3	-5	0	-6	4	-2	6	8
COC(=O)c1c[nH]c(=S)n1Cc1ccccc1	-14	-2	-8	17	-3	4	-13	-13	-2	22	-1
O=[N+]([O-])c1cc(-c2cnc3ccccc3n2)ccc1Cl	-2	-6	-2	-34	2	5	4	4	-44	-13	-2
COC(=O)C1(c2ccccc2)NC(c2ccc(O)cc2)C2C(=O)N(c3ccc4c(c3)OCO4)C(=O)C21 (stereo not given)	-2	7	0	14	1	5	-1	-15	-3	-12	13
O=C(CN1CCc2ccccc2C1)Nc1cc(S(=O)(=O)N2CCOCC2)ccc1N1CCCC1	21	-10	0	2	1	23	3	-16	17	6	9
O=C(O)CCC1(C(=O)O)OCCc2ccccc21 (stereo not given)	-10	-12	7	8	-4	14	7	-19	4	-27	14
CCCN1C(=O)/C(=C/c2cc(C)n(C)c2C)SC1=Nc1ccc(OCC)cc1	-19	6	2	-21	-2	-1	-5	-7	-16	-5	8
Cc1cccc(OC(C)C(=O)Nc2cc(S(=O)(=O)N3CCCCC3)ccc2C)c1 (stereo not given)	-6	-3	8	-17	6	2	-6	-29	-10	9	12
CC(=O)Cn1ncc(N2CCOCC2)c(Cl)c1=O	5	-3	0	-16	3	-19	-7	-6	4	-13	-1
CCCNC(=O)Cn1c(=O)/c(=C\c2ccc(-c3ccc([N+](=O)[O-])cc3)o2)s/c1=C\C(=O)C(C)(C)C	7	3	-2	-19	-4	1	-9	nt	-5	-7	nt

Retrieved by structure from above, three records:
SMILES	SRC1 inh	NOD2 RIPK2 PPI	Granule exo inh	TWEAK Fn14 block	ABHD5-PLIN5 inh	SRC3 inh	TLR9-MyD88 block	NCOA2 inhibitor	TROY signal inh	LRH-1 inv ag	COUP-TFII inh
COc1ccc(-c2noc(CCC(=O)NC3CCCCC3)n2)cc1OC	9	-13	1	-2	12	-14	-1	-13	-6	4	-11
O=[N+]([O-])c1cc(-c2cnc3ccccc3n2)ccc1Cl	-2	-6	-2	-34	2	5	4	4	-44	-13	-2
O=C(O)CCC1(C(=O)O)OCCc2ccccc21 (stereo not given)	-10	-12	7	8	-4	14	7	-19	4	-27	14
